Assay outcomes as filed in PubChem BioAssay.
Gli-Sufu block: antagonists of Gli-Sufu signaling | Sufu-KO-LIGHT fibroblasts, Gli luciferase reporter luminescence | inhibition, % at 5 µM | 340,000 tested, 0.74% active | AID 588413;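 active = inhibition above about 55%, limit read from the data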;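 note: 0% = DMSO-treated cells and 100% = wells with medium but no cells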
APOBEC3G inh: APOBEC3G (human) deaminase inhibition; Q9HC16; recombinant A3G, ssDNA deamination FAM/TAMRA fluorescence; inhibition, % at 20 µM; 330,000 tested, 0.28% active;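 active = inhibition of at least 40% at 20 µM, with no more than 30% in the related APOBEC3A deaminase screen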;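 note: plate controls were DMSO wells with A3G for no effect and wells lacking A3G enzyme for full effect; some compounds called inactive have numbers as strong as hits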
Target sequence (Q9HC16 whole entry, looked up): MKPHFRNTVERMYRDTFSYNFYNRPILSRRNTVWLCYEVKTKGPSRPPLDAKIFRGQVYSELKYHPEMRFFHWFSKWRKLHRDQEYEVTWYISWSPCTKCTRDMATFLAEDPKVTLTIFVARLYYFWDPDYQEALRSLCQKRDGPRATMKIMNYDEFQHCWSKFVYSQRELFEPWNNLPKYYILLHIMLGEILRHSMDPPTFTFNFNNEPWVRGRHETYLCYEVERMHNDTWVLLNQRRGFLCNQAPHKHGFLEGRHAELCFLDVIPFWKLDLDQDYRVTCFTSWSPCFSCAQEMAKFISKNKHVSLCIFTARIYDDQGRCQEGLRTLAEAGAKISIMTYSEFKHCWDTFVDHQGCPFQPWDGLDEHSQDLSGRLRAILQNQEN
EBI2 antag: EBI2 (human) antagonism | P32249 | EBI2 beta-arrestin recruitment, luminescence, 7a,25-OHC stimulated | inhibition, % at 5 µM | 360,000 tested, 0.81% active | AID 651636; in the data active = inhibition above about 38%;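 note: enzyme fragment complementation signal reports receptor beta-arrestin coupling in cells; 0% = agonist plus DMSO wells and 100% = wells without agonist; some results beyond the cut were filed as inactive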
MPTP block: inhibitors of mitochondrial permeability transition pore | isolated mouse mitochondria, Ca2+ swelling absorbance, 30 min | inhibition, % at 10 µM | 360,000 tested, 1.4% active | AID 602449;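 active = inhibition of 50% or more, scaled per plate between neutral and stimulator controls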;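 note: 0% = DMSO wells given calcium and 100% = 1 mM EGTA wells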
CXCR6 inh: inhibitors of human CXCR6 receptor | CHO-K1 PathHunter CXCR6 beta-arrestin, luminescence | inhibition, % at 20 µM | 360,000 tested, 0.36% active; in the data active = inhibition above about 34%, passing the limit was not always enough;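 note: antagonist mode with CXCL16 agonist at 10 nM final; 0% = 10 nM CXCL16 with DMSO and 100% = unstimulated wells without agonist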
GRIN3A LBD mod: NR3A (human) ligand-binding domain modulation. NR3A LBD differential scanning fluorimetry, Tm shift; 0% = protein alone, 100% = glycine-bound protein. Tm shift relative to glycine control, % at 25 µM. 340,000 tested, 2.5% active;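 active = melting temperature shift of at least 10% of the positive control shift, at one fixed dose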
APOBEC3A inh: human APOBEC3A DNA deaminase inhibition; inhibition, % at 20 µM; recombinant A3A, FAM/TAMRA ssDNA deamination fluorescence; 330,000 tested, 0.41% active;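 active = at least 40% inhibition at 20 µM here, with at most 30% in a related deaminase screen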;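 note: plate controls were A3A with DMSO for no effect and wells lacking A3A enzyme for full effect; some results filed as inactive read as strong as hits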
Target sequence (P31941 whole entry, looked up): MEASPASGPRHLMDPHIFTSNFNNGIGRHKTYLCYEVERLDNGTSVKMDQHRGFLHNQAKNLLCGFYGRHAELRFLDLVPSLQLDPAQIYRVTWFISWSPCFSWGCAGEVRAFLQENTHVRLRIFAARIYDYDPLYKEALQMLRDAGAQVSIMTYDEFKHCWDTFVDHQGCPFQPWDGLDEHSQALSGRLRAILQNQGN
CCR6 antagonist: antagonists of human CCR6 receptor | P51684 | CHO-K1 CCR6 PathHunter beta-arrestin, luminescence, CCL20-stimulated | inhibition, % at 20 µM | 340,000 tested, 0.49% active;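 active = compounds whose inhibition of the agonist-driven luminescence signal at 20 µM reaches about 50%, limit read from the data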;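 note: cells stimulated with CCL20 at 14 nM final; plate controls were DMSO with CCL20 for no effect and DMSO without agonist for full effect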
Target sequence (P51684 whole entry, looked up): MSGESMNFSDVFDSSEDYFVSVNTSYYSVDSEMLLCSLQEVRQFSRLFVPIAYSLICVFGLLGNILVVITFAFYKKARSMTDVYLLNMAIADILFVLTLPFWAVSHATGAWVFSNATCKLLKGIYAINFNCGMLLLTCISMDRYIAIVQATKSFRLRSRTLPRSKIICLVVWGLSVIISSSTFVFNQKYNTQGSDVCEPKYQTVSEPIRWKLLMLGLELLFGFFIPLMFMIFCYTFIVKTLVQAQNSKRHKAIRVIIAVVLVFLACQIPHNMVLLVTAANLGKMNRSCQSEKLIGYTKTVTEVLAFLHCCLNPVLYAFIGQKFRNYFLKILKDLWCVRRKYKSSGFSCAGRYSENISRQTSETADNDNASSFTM
Active calls of the source: *; . = not tested or not shown.

1) CC(C)(C)c1cn(-c2ccccc2)c(=S)[nH]1
2) COc1ccc2nc(Nc3nc4ccc(NC(C)=O)cc4s3)sc2c1
3) Cc1ccc2cccc(OCc3ccc(F)cc3)c2n1
4) O=C1C2C3C=CC(CC3)C2C(=O)N1/N=C/c1ccc(O)c(O)c1 (centres undefined)
5) C/C(=N\NC(=O)c1nc2ccccn2c1C)c1cc2ccccc2o1
6) CCCc1cc(C(=O)NCc2cccs2)no1
7) COc1ccc2cc(C(=O)N3CCN(c4ccccc4OC)CC3)[nH]c2c1
8) O=C(CCN1C(=O)/C(=C/c2cccc(Br)c2)SC1=S)Nc1cccnc1
9) Cc1ccccc1CNC(=O)c1cc(COc2ccc(F)cc2F)on1
10) CCOC(=O)C1=C(COC(=O)COc2ccc(C(C)=O)cc2)NC(=O)NC1C (centres undefined)

assay / entry	1	2	3	4	5	6	7	8	9	10
APOBEC3G inh	9	1	-8	0	-3	1	-7	-2	-1	-4
Gli-Sufu block	2	-3	-10	-8	-9	-36	57*	6	-1	-9
CXCR6 inh	-4	4	5	4	21	0	-13	-5	2	-14
EBI2 antag	-12	19	0	2	-1	-7	74*	6	6	1
APOBEC3A inh	-2	0	-2	5	4	-2	-6	1	10	4
GRIN3A LBD mod	-1	25*	-4	1	-3	-2	0	0	0	-1
CCR6 antagonist	0	-29	10	10	29	7	-10	8	23	-3
MPTP block	-0.4	0.4	0.0	1.9	1.1	0.0	-0.3	52*	1.7	-1.9

Among those listed so far, these have an aryl methoxy group:
2) COc1ccc2nc(Nc3nc4ccc(NC(C)=O)cc4s3)sc2c1
7) COc1ccc2cc(C(=O)N3CCN(c4ccccc4OC)CC3)[nH]c2c1

assay / entry	2	7
APOBEC3G inh	1	-7
Gli-Sufu block	-3	57*
CXCR6 inh	4	-13
EBI2 antag	19	74*
APOBEC3A inh	0	-6
GRIN3A LBD mod	25*	0
CCR6 antagonist	-29	-10
MPTP block	0.4	-0.3

(further entries)
11) Cc1cc(C)cc(N(CC(=O)NC2CCCC2)C(=O)CNC(=O)c2cccs2)c1
12) Cc1cc(S(=O)(=O)N2CCCCC2)c(C)s1
13) CCCN(CC(=O)Nc1ccccc1OC)C(=O)C1CCCC1
14) CCOc1ccc(NC(=O)CNC(=O)c2ccco2)cc1
15) O=C(COC(=O)COc1ccccc1)Nc1ccc(Cl)cn1
16) O=C(COc1ccc(-c2nnco2)cc1)N1CCN(S(=O)(=O)c2ccccc2)CC1
17) O=C(O)c1cc(S(=O)(=O)NC(CO)C(O)c2ccc([N+](=O)[O-])cc2)ccc1Br (centres undefined)
18) CN1CCN(NC(=O)Nc2ccc([N+](=O)[O-])cc2)CC1
19) CCOC(=O)C(C)Sc1nc(-c2ccccn2)ncc1OC (centres undefined)
20) O=C(CC(c1ccccc1)c1ccccc1O)N1CCCCC1 (centres undefined)

assay / entry	11	12	13	14	15	16	17	18	19	20
APOBEC3G inh	-8	-2	-8	-7	-6	-1	5	-2	-2	-4
Gli-Sufu block	46	1	-4	-11	0	5	2	7	0	1
CXCR6 inh	5	-1	0	-4	-1	-8	6	-10	1	0
EBI2 antag	8	-9	-3	-6	-4	16	-7	-3	-5	-6
APOBEC3A inh	-2	1	-2	-1	-1	3	3	-8	-1	-6
GRIN3A LBD mod	-3	-1	0	1	4	0	-1	1	-1	-3
CCR6 antagonist	11	18	5	6	-2	-6	9	-14	3	0
MPTP block	0.9	1.2	1.3	0.4	-1.6	-0.4	-1.0	12	-1.9	-0.1

21) CCCS(=O)(=O)N1CCCC(C(=O)NCCN2CCC(Cc3ccccc3)CC2)C1 (centres undefined)
22) O=C(NCCCn1ccnc1)c1cc(-c2ccccc2)on1
23) c1ccc(-n2cnc3cc(NCc4ccncc4)ccc32)cc1
24) CC(=O)Nc1ccc(OC(=O)c2cccnc2)cc1
25) CCOC(=O)N1CCN(C(=O)c2ccc(Cn3c(=S)[nH]c4ccc(Br)cc4c3=O)cc2)CC1
26) Cc1cc(C)c2c(N)c(C(=O)N/N=C/c3cccs3)sc2n1
27) Cc1cc(=O)n2[nH]c(-c3ccc(Cl)cc3)cc2n1
28) CCN(CC)CCCN(Cc1cc2cc3c(cc2[nH]c1=O)OCO3)C(=S)NCCOC
29) CCC(=O)c1ccc(OCC(O)Cn2cnc3ccccc32)cc1 (centres undefined)
30) Cn1c(=O)c2ccccc2n(CC(=O)NC2CCCC2)c1=O

assay / entry	21	22	23	24	25	26	27	28	29	30
APOBEC3G inh	-2	-6	-10	-7	-6	-1	-9	0	-6	-9
Gli-Sufu block	-1	-34	-60	7	.	-38	-69	-13	2	9
CXCR6 inh	-6	2	-10	7	-1	-1	6	4	-7	-2
EBI2 antag	3	-10	2	-10	-21	3	9	-14	-2	0
APOBEC3A inh	-1	-1	-4	-5	-6	-3	-5	2	-5	-3
GRIN3A LBD mod	-1	1	-2	-1	-9	2	-8	0	5	-3
CCR6 antagonist	5	-3	4	-4	-10	18	-3	10	10	6
MPTP block	6.1	1.4	-5.7	0.2	5.5	1.4	-2.8	0.9	0.4	-1.3

31) COc1ccc(S(N)(=O)=O)cc1C(=O)OCC(=O)Nc1ncc(Cl)c(C)c1Cl
32) CCN(CC)S(=O)(=O)c1cccc(-c2nnc(SCc3nnc(-c4cccs4)o3)n2N)c1
33) COC(=O)C(C(=O)OC)c1ccc(-n2cccc2)cc1
34) CN(C)c1ccc(/C=N/Nc2cccc(C(=O)O)c2)cc1
35) S=c1[nH]nc(CNc2cccc(Cl)c2)o1
36) Cn1c(SCC(=O)NCc2ccc3c(c2)OCO3)nnc1C1COc2ccccc2O1 (centres undefined)
37) O=C(O)c1cc(N/N=C/C=C/c2ccccc2)ccc1Cl
38) O=C(NCCc1ccccc1)C1CC(=O)N(C2CCCC2)C1 (centres undefined)
39) CN(C)S(=O)(=O)N1CCC(Oc2ccc(C(=O)N3C[C@H]4CC[C@H]3C4)cc2)CC1
40) Cc1ccc(NC(=O)Cc2nc(CCl)cs2)cc1

assay / entry	31	32	33	34	35	36	37	38	39	40
APOBEC3G inh	6	-1	0	47*	11	-3	3	9	3	-9
Gli-Sufu block	-8	4	-15	-145	9	-5	-128	2	23	-4
CXCR6 inh	-3	-1	5	-15	0	-3	2	0	-1	0
EBI2 antag	-1	-7	-1	7	9	2	-4	3	-4	-4
APOBEC3A inh	4	-2	3	2	0	-2	4	-1	-3	-2
GRIN3A LBD mod	3	2	0	1	0	1	-45	1	0	-3
CCR6 antagonist	10	-4	7	-13	-5	8	5	-2	9	15
MPTP block	-1.4	0.2	-0.1	-0.6	-4.2	0.2	-2.3	-3.1	3.1	-0.7

41) CCc1nc(N2CCN(C(C)=O)CC2)c2c3c(sc2n1)CCCC3
42) COc1cc(/C=C2/C(=N)N3C=CSC3=NC2=O)ccc1OCCCOc1cc(C)ccc1C
43) CCN(CC)S(=O)(=O)c1cccc(C(=O)Nc2cccc(C)c2)c1
44) Cc1cc(C(=O)CSc2n[nH]c(N)n2)c(C)n1C1CC1
45) O=C(CN(CCc1ccccc1)S(=O)(=O)c1ccc(Cl)cc1)N/N=C/c1ccc2c(c1)OCO2
46) O=C(Nc1sccc1C(=O)NCc1ccco1)c1cccnc1
47) CNC(=O)c1ccc(S(=O)(=O)c2ccc(Cl)cc2)c(NC(C)=O)c1
48) CSCCC(NS(=O)(=O)c1ccc2c(c1)OCCO2)C(=O)N(C)Cc1ccc(F)cc1 (centres undefined)
49) Cc1ccc(S(=O)(=O)NCC2CCCO2)cc1 (centres undefined)
50) Cc1cc(NC(=O)CSc2n[nH]c(=O)[nH]c2=O)ccc1Br

assay / entry	41	42	43	44	45	46	47	48	49	50
APOBEC3G inh	-4	9	-5	-5	-5	-4	-2	-9	-11	-1
Gli-Sufu block	5	13	-5	1	-2	5	2	0	.	5
CXCR6 inh	-2	9	2	4	12	4	8	-3	-1	1
EBI2 antag	-2	18	5	-1	13	-8	-16	-9	-1	4
APOBEC3A inh	-2	7	-4	-3	-2	0	-1	-2	-7	5
GRIN3A LBD mod	-1	2	1	1	13*	-2	2	1	-1	-1
CCR6 antagonist	-2	-1	15	15	9	0	-3	-5	3	-2
MPTP block	2.8	0.4	2.5	-4.4	6.6	-1.4	-0.7	-1.2	1.7	0.8

Three structures out of the list, sorted by count of non-hydrogen atoms, falling.
48) CSCCC(NS(=O)(=O)c1ccc2c(c1)OCCO2)C(=O)N(C)Cc1ccc(F)cc1 (centres undefined)
43) CCN(CC)S(=O)(=O)c1cccc(C(=O)Nc2cccc(C)c2)c1
50) Cc1cc(NC(=O)CSc2n[nH]c(=O)[nH]c2=O)ccc1Br

assay / entry	48	43	50
APOBEC3G inh	-9	-5	-1
Gli-Sufu block	0	-5	5
CXCR6 inh	-3	2	1
EBI2 antag	-9	5	4
APOBEC3A inh	-2	-4	5
GRIN3A LBD mod	1	1	-1
CCR6 antagonist	-5	15	-2
MPTP block	-1.2	2.5	0.8

Down the list, as entered above:
Compounds 42–45 in APOBEC3G inh, in turn: 9, -5, -5, -5
Compounds 42–45 in MPTP block, in turn: 0.4, 2.5, -4.4, 6.6

New compounds follow.
51) Cc1[nH]n(C(N)=S)c(=O)c1N=Nc1ccc([N+](=O)[O-])cc1Cl
52) CCC(C)NC(=O)CSc1nc2ccsc2c(=O)n1NC(=O)c1ccccc1 (centres undefined)
53) Cc1cccc(NCC(=O)N/N=C/c2ccc(Br)cc2)c1
54) COc1cc(NC(=S)NCc2cccnc2)cc(OC)c1
55) COc1ccccc1NC(=O)CSc1nccc(-c2ccco2)n1
56) O=C(Cn1cc([N+](=O)[O-])cn1)N1CCN(Cc2ccc3c(c2)OCO3)CC1

assay / entry	51	52	53	54	55	56
APOBEC3G inh	6	0	-5	-7	-9	-2
Gli-Sufu block	-23	-8	-5	1	2	-14
CXCR6 inh	42*	-1	1	-3	3	5
EBI2 antag	17	-12	16	-3	-1	-7
APOBEC3A inh	4	1	-2	-3	-3	-1
GRIN3A LBD mod	-1	-3	3	0	1	0
CCR6 antagonist	60*	-1	4	8	5	5
MPTP block	9.2	-1.3	-1.1	2.5	-0.2	-0.4

Profiles, quoted from the list:
Shown for `COc1cc(NC(=S)NCc2cccnc2)cc(OC)c1` = APOBEC3G inh: -7; Gli-Sufu block: 1; CXCR6 inh: -3; EBI2 antag: -3; APOBEC3A inh: -3; GRIN3A LBD mod: 0; CCR6 antagonist: 8; MPTP block: 2.5
Shown for `Cc1cccc(NCC(=O)N/N=C/c2ccc(Br)cc2)c1` = APOBEC3G inh: -5; Gli-Sufu block: -5; CXCR6 inh: 1; EBI2 antag: 16; APOBEC3A inh: -2; GRIN3A LBD mod: 3; CCR6 antagonist: 4; MPTP block: -1.1

The order is random. About 5.8% of those tested had a hit in this group.
